UPR XBP1 act: activators of adaptive arm of unfolded protein response (XBP1); CHO-XBP1 luciferase reporter, IRE1-XBP1 UPR activation, luminescence; percent of tunicamycin response, DMSO as zero; activation, % at 20 µM; actives 0.33% (n = 330,000); AID 463104;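 active = versus positive control, 20 µM dose yields 30% or more activation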;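 also: 100% = tunicamycin at 10 µg/mL and 0% = DMSO only wells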
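assay system = CHO-XBP1 luciferase reporter cells | amount = 1000 cells/well | buffer or medium = F12 plus 10% FBS | compound dosing = single point, 20 µM final compound, 1% DMSO | incubation = 16-18 h cell attachment at 37 °C, then 6 h compound exposure | detection = Steady-Glo luminescence read | controls = tunicamycin 10 µg/mL and vehicle-only wells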
APJ ag: activates the human apelin receptor APJ. P35414. actives 0.11% (n = 330,000). activation, % at 20 µM. CHO-K1 APJ PathHunter beta-arrestin, luminescence; 0% DMSO wells, 100% apelin;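 active = activation more than six SD over the plate average, tested at 20 µM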;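 also: 0% = DMSO alone and 100% = apelin-13 at 10 nM; some results filed as inactive read as strong as hits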
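Test system: CHO-K1 APJ beta-arrestin complementation cell line. Amount: cell density 1000 per well. Controls: DMSO negative, 10 nM Apelin-13 positive. Signal: luminescent beta-gal fragment complementation, chemiluminescent substrate. Read-out basis: agonist-driven arrestin binding to APJ. Timing: compound stimulation 90 min at 25 °C, detection 60 min.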
APJ antagonist: antagonists of human APJ apelin receptor | CHO-K1 APJ beta-arrestin complementation, luminescence | actives 0.32% (n = 330,000) | inhibition, % at 20 µM | AID 2521 | P35414;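 active = inhibition above about 40% at 20 µM, limit read from the data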;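 also: cells challenged with 10 nM apelin-13 agonist together with compound; plate controls were apelin-13 plus DMSO wells for no effect and DMSO wells lacking apelin-13 for full effect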
tim23-1 inh: growth inhibitors of tim23-1 mutant yeast | AID 463212 | S. cerevisiae tim23-1 growth, BacTiter-Glo luminescence, 24 h | inhibition, % at 20 µM | actives 1.3% (n = 330,000);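 active = growth inhibition of the mutant yeast at or above 50%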;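 also: temperature-sensitive mutant grown at 25 °C; plate controls were DMSO-treated mutant yeast for no effect and medium wells lacking yeast for full effect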
Mdm2-MdmX inh: human Mdm2/MdmX binding inhibition; inhibition, % at 8 µM; SaOS-2 split-luciferase Mdm2/MdmX complementation, luminescence; AID 485346; O15151+Q00987; actives 3% (n = 330,000);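 active = inhibition of at least 50% at 8 µM in the primary screen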
Target sequence (O15151 whole entry, looked up): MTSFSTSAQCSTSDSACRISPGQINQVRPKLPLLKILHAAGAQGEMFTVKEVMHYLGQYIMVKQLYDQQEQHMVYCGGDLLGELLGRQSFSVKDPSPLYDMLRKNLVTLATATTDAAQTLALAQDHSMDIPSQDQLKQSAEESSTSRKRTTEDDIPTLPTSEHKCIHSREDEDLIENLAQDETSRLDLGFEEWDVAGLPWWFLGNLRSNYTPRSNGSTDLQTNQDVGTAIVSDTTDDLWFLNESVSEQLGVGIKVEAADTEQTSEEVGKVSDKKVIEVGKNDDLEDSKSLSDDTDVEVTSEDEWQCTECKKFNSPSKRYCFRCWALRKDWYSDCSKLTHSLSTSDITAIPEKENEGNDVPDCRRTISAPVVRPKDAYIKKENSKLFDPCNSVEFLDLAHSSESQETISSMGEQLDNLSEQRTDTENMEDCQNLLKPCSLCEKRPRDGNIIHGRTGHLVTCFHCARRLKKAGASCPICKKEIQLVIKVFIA
Target sequence (Q00987 whole entry, looked up): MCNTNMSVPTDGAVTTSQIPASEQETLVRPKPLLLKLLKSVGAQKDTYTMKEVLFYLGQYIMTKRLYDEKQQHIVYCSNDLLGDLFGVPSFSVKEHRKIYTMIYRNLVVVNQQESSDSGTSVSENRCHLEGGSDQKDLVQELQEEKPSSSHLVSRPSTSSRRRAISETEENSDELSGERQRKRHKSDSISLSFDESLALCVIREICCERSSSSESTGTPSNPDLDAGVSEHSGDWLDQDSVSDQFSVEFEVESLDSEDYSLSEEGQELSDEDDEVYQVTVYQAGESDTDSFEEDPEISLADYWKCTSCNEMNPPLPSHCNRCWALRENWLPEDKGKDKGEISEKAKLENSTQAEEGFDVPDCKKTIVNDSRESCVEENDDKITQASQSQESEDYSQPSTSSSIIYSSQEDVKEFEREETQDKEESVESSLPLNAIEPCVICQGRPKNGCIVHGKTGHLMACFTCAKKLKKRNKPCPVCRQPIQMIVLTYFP
EBI2 antag: antagonists of human EBI2 receptor; EBI2 beta-arrestin recruitment, luminescence, 7a,25-OHC stimulated; actives 0.81% (n = 360,000); P32249; AID 651636; inhibition, % at 5 µM; in the data active = inhibition above about 38%;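 also: enzyme fragment complementation signal reports receptor beta-arrestin coupling in cells; 0% = agonist plus DMSO wells and 100% = wells without agonist; some results beyond the cut were filed as inactive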
CHOP UPR activ: apoptotic UPR (CHOP) activation | activation, % at 10 µM | actives 0.34% (n = 330,000) | CHO-CHOP luciferase reporter, luminescence; percent of tunicamycin response over DMSO baseline;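 active = at 10 µM dose, activation of 40% or more, normalized to positive control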;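 also: 100% = tunicamycin at 10 µg/mL and 0% = DMSO alone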
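Material: CHO-CHOP cells, stable luciferase reporter of PERK-eIF2a-CHOP signalling; quantity: 500 reporter cells seeded per well; buffer or medium: F12 medium containing 10% fetal bovine serum; compound: one dose, 10 µM in 0.5% DMSO; incubation: 6 h compound treatment, 37 °C; measured by: Steady-Glo luciferase luminescence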
CCR6 antagonist: blocks CCL20-driven beta-arrestin recruitment at human CCR6 | CHO-K1 CCR6 PathHunter beta-arrestin, luminescence, CCL20-stimulated | inhibition, % at 20 µM | AID 493098 | actives 0.49% (n = 340,000);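 active = compounds whose inhibition of the agonist-driven luminescence signal at 20 µM reaches about 50%, limit read from the data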;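 also: cells stimulated with CCL20 at 14 nM final; plate controls were DMSO with CCL20 for no effect and DMSO without agonist for full effect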
CXCR6 inh: blocks human CXCR6 beta-arrestin recruitment; O00574; CHO-K1 PathHunter CXCR6 beta-arrestin, luminescence; inhibition, % at 20 µM; actives 0.36% (n = 360,000); in the data active = inhibition above about 34%, passing the limit was not always enough;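 also: antagonist mode with CXCL16 agonist at 10 nM final; 0% = 10 nM CXCL16 with DMSO and 100% = unstimulated wells without agonist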
* hit, by the source's call. These rows are one share of the data; rates above refer to the full screens.

SMILES	UPR XBP1 act	APJ ag	APJ antagonist	tim23-1 inh	Mdm2-MdmX inh	EBI2 antag	CHOP UPR activ	CCR6 antagonist	CXCR6 inh
COc1ccc(/C=N/NC(=O)C(Cc2c[nH]c3ccccc23)NC(=O)OCC(C)C)cc1[N+](=O)[O-] (stereo not given)	5	-3	14	0	34	-2	-0.2	1	1
CCOC(=O)c1sc(C)c(C(N)=O)c1NC1=NCCCCC1	0	-4	6	-2	10	0	2.5	-4	5
S=C(c1ccc2c(c1)OCO2)N1CCCCC1	2	-6	22	11	-2	7	-4.2	20	3
CCc1cc2c(-n3nc(C)cc3C)ncnc2s1	-4	-8	5	6	3	-18	-1.1	23	8
C#CCN(CC=C)C(=O)c1ccc(OC2CCN(S(=O)(=O)N(C)C)CC2)cc1	2	-2	-13	21	-13	-5	0.9	2	-9
COc1ccc(N2C(=O)C(Cl)=C(N3CCOCC3)C2=O)cc1	-6	3	-12	11	1	-1	0.8	-11	-2
Cc1ccc(S(=O)(=O)NCCC(=O)NCc2ccc(Cl)cc2)cc1C	-2	-2	4	15	3	16	0.6	11	-15
COCCn1c(SCC(=O)N2CCC(C)CC2)nc2ccccc2c1=O	-3	-1	10	-17	1	0	-0.7	2	5
NS(=O)(=O)c1cccc(NC(=O)CN2CCN(S(=O)(=O)c3ccc4c(c3)OCCO4)CC2)c1	0	-2	7	-3	7	-10	-0.1	5	1
CCNC(=O)CC1C(=O)N(CC)C(=S)N1NC(=O)c1ccc(Cl)cc1 (stereo not given)	0	-4	-9	8	-8	-1	0.2	-1	6

Single records (already shown). Order of values: UPR XBP1 act | APJ ag | APJ antagonist | tim23-1 inh | Mdm2-MdmX inh | EBI2 antag | CHOP UPR activ | CCR6 antagonist | CXCR6 inh
`CCNC(=O)CC1C(=O)N(CC)C(=S)N1NC(=O)c1ccc(Cl)cc1` (stereo not given) across the screens: 0 | -4 | -9 | 8 | -8 | -1 | 0.2 | -1 | 6
`C#CCN(CC=C)C(=O)c1ccc(OC2CCN(S(=O)(=O)N(C)C)CC2)cc1` across the screens: 2 | -2 | -13 | 21 | -13 | -5 | 0.9 | 2 | -9

The results go on.
SMILES	UPR XBP1 act	APJ ag	APJ antagonist	tim23-1 inh	Mdm2-MdmX inh	EBI2 antag	CHOP UPR activ	CCR6 antagonist	CXCR6 inh
c1ccc(Cn2nnnc2C(c2ccccc2)N2CCN(c3nc4ccccc4s3)CC2)cc1 (stereo not given)	-4	-2	5	37	38	25	2.1	19	3
COc1ccccc1CNC(=O)[C@H](C)NC(=O)C1CCN(C(=O)[C@@H]2CCCN2C(=O)OC(C)(C)C)CC1	-1	0	-13	14	-19	-3	0.3	3	-2
O=S(=O)(Nc1nc2ccccc2nc1NCc1ccco1)c1ccc(Cl)cc1	-4	-3	13	32	24	-6	0.2	-3	-6
Cc1ccc(S(=O)(=O)N(C)c2ccc(C(=O)NCC(c3ccco3)N(C)C)cc2)cc1 (stereo not given)	0	-3	10	-3	4	0	-1.9	10	8
CC(C)=C1C2C=CC1C(C(=O)Nc1cc(C)ccc1C)C2C(=O)O (stereo not given)	-5	0	12	35	15	-4	1.7	14	-7
Cn1cc(S(=O)(=O)NC2CCCCC2)c(=O)n(C)c1=O	0	0	30	-2	28	7	0.4	-3	-2
CCCCCCOC(=O)C(C#N)c1nc2ccccc2nc1N1CCN(CC)CC1 (stereo not given)	-1	3	8	-17	60*	2	3.8	15	12
O=C(Nc1ccccc1-c1nnn(CC(=O)N2CCOCC2)n1)c1ccc(F)cc1	0	-4	3	-9	18	4	-1.8	3	4
Cc1nnc(SCC(=O)Nc2cccnc2Cl)s1	0	0	22	-11	-9	-5	0.0	2	-6
CCN(CC)S(=O)(=O)c1ccc2c(c1)oc(=O)n2CC(=O)NC1CCCCC1	-2	8	5	14	15	-8	-0.5	12	7
C[C@@H]1CCCCCCCCC(=O)OCCN(C(=O)OC(C)(C)C)[C@H](C)CCCCCCCCC(=O)OCCN1C(=O)OC(C)(C)C	-5	-4	15	8	-14	2	3.0	8	0
CCCC(=O)NCc1ccccc1Cl	-2	-1	5	16	6	-12	1.4	0	5
CN(C)C(=O)c1cc(C(=O)c2ccc(C(F)(F)F)cc2F)c[nH]1	0	-1	-7	-15	-5	-2	3.8	9	-8
Cc1cccc(C(=O)NNC(=O)C2CC2)c1	-3	0	-2	3	8	5	0.5	-3	-3
CCOc1ccc(C(CCc2ccccc2)NC(=O)c2ccccc2OC)cc1OCC (stereo not given)	0	-5	-4	20	13	23	0.0	13	-2
O=C1CCc2cc(S(=O)(=O)NC(Cc3ccccc3)C(=O)NCCC3=CCCCC3)ccc2N1 (stereo not given)	1	0	-22	8	35	8	-2.3	2	-2
O=C(COC(=O)c1ccc(F)c(S(=O)(=O)N2CCOCC2)c1)NCc1ccc2c(c1)OCO2	4	1	-1	7	8	2	-0.5	8	-1
CC(C)Sc1nnc([C@@H]2CCCN2C(=O)OC(C)(C)C)o1	-1	0	8	11	1	-11	-2.1	-3	-1
COc1ccc(CNC(=O)c2cccc(NC(=O)c3ccccc3)c2)cc1	2	-2	-2	0	16	0	-1.4	3	6
Cc1ccc(OCc2n[nH]c(=S)n2-c2ccc(Br)cc2)cc1	-3	-1	-9	45	4	-14	30	-5	2
O=C1CSC(=S)N1c1cccc(F)c1	-5	-3	22	18	6	5	2.5	10	16
Cc1c(C(=O)N2CCN(c3ncccn3)CC2)oc2c(Cl)cccc12	2	1	24	34	21	12	1.6	9	6
Cc1ccc(NC(=O)CSc2ncc(-c3ccccc3)n2C(=O)c2ccccc2)cc1	1	-1	-1	16	0	0	-2.1	6	4
COc1ccc(N2Cc3ccccc3C2=NC(=O)c2ccc(C)cc2)cc1OC	2	0	-8	19	11	3	-1.6	-14	-9
O=C(C1CCC1)N1CCc2cc(S(=O)(=O)N3CCCCC3)ccc21	0	2	5	19	2	8	-1.7	7	0
CC(C)(C)OC(=O)NCCC(=O)N/N=C/c1ccc2ncccc2c1	-1	1	1	6	26	-7	2.7	12	-6
COc1ccc(-c2nc(CN3CCC(C(=O)N4CCc5ccccc54)CC3)c(C)o2)cc1OC	2	-5	3	-22	29	0	1.6	13	9
O=C(NC1CCCC1)NS(=O)(=O)c1ccccc1Cl	0	4	-4	16	-18	-7	-1.6	-6	-7
COCCn1c(SCC(=O)NCc2ccc(OC)c(OC)c2)nc2ccccc21	0	0	-8	7	8	-12	-1.3	8	-5
CCOC(=O)Cn1c(-c2ccccn2)nc2ccccc21	-7	-3	-5	-20	16	-6	-1.4	-16	6
CCSc1nnc(NC(=O)C2CCCCC2)s1	2	-5	-7	7	-41	-9	4.2	-17	-7
CCOc1ccccc1NC(=O)CCc1nnc2ccc(N3CCC(C)CC3)nn12	4	-1	11	7	16	-1	4.2	5	3
Cc1nc2sc(C(c3ccccc3)N3CC(C)OC(C)C3)c(O)n2n1 (stereo not given)	-1	7	-8	20	4	-1	-3.0	3	-2
Cc1ccc(C(=O)OCC(=O)N2CC(C)CC(C)C2)cc1S(=O)(=O)N1CCOCC1 (stereo not given)	-2	4	-4	18	-9	0	2.6	1	6
Cc1c2cnn(-c3ccccc3)c(=O)c2c(C)n1CCCC(=O)N1CCN(C2CCCCC2)CC1	-1	-2	5	1	18	39	-0.4	0	12
Fc1ccccc1NC(=S)NN(Cc1ccccc1)c1ccccc1	-2	-3	-19	42	2	14	0.5	10	3
Cc1cc[n+](CC(=O)c2ccc(NC(=O)c3ccccc3)cc2)cc1	-1	-4	-18	-31	-10	-1	-1.1	11	2
COCCn1c(=O)[nH]c(=O)c2cc(C(=O)c3cc(OC)ccc3O)cnc21	0	-5	-1	19	2	-7	1.3	3	-12
CC1CCC/C(=C\Nc2ccc(C(=O)O)cc2)C1=O (stereo not given)	-3	0	-6	6	-29	3	-1.4	3	-8
COc1cc(NC(=O)CN2C(=O)c3ccccc3C2=O)c(C(=O)O)cc1OC	-5	-1	-6	-2	30	2	-3.0	3	-8

Nothing new here: an excerpt of the list.
SMILES	UPR XBP1 act	APJ ag	APJ antagonist	tim23-1 inh	Mdm2-MdmX inh	EBI2 antag	CHOP UPR activ	CCR6 antagonist	CXCR6 inh
CC(C)(C)OC(=O)NCCC(=O)N/N=C/c1ccc2ncccc2c1	-1	1	1	6	26	-7	2.7	12	-6
COc1ccc(-c2nc(CN3CCC(C(=O)N4CCc5ccccc54)CC3)c(C)o2)cc1OC	2	-5	3	-22	29	0	1.6	13	9
O=C(NC1CCCC1)NS(=O)(=O)c1ccccc1Cl	0	4	-4	16	-18	-7	-1.6	-6	-7
COCCn1c(SCC(=O)NCc2ccc(OC)c(OC)c2)nc2ccccc21	0	0	-8	7	8	-12	-1.3	8	-5
CCOC(=O)Cn1c(-c2ccccn2)nc2ccccc21	-7	-3	-5	-20	16	-6	-1.4	-16	6
CCSc1nnc(NC(=O)C2CCCCC2)s1	2	-5	-7	7	-41	-9	4.2	-17	-7
CCOc1ccccc1NC(=O)CCc1nnc2ccc(N3CCC(C)CC3)nn12	4	-1	11	7	16	-1	4.2	5	3
Cc1nc2sc(C(c3ccccc3)N3CC(C)OC(C)C3)c(O)n2n1 (stereo not given)	-1	7	-8	20	4	-1	-3.0	3	-2
Cc1ccc(C(=O)OCC(=O)N2CC(C)CC(C)C2)cc1S(=O)(=O)N1CCOCC1 (stereo not given)	-2	4	-4	18	-9	0	2.6	1	6
Cc1c2cnn(-c3ccccc3)c(=O)c2c(C)n1CCCC(=O)N1CCN(C2CCCCC2)CC1	-1	-2	5	1	18	39	-0.4	0	12
Fc1ccccc1NC(=S)NN(Cc1ccccc1)c1ccccc1	-2	-3	-19	42	2	14	0.5	10	3
Cc1cc[n+](CC(=O)c2ccc(NC(=O)c3ccccc3)cc2)cc1	-1	-4	-18	-31	-10	-1	-1.1	11	2

(further entries)
SMILES	UPR XBP1 act	APJ ag	APJ antagonist	tim23-1 inh	Mdm2-MdmX inh	EBI2 antag	CHOP UPR activ	CCR6 antagonist	CXCR6 inh
COC(=O)c1cc(NC(=O)c2c(C)noc2C)ccc1N1CCOCC1	-6	10	17	16	17	-8	1.0	-5	1
C[C@H]1C=C(C(=O)NCc2nc3ccccc3[nH]2)O[C@@H](OCc2ccc(CO)cc2)C1	0	-4	-4	-5	-7	1	-1.7	4	4
CCSc1cc(C2C(C#N)=C(N)OC(C)=C2C(=O)OC)c(C)o1 (stereo not given)	0	-4	-3	23	18	-9	-0.8	5	9
O=C(CP(=O)(c1ccccc1)c1ccccc1)N/N=C/c1cc(Br)cc(Br)c1O	0	-2	-4	40	49	8	1.2	7	0
O=S(=O)(Nc1nc2ccccc2nc1N1CCc2ccccc2C1)c1ccc(Cl)cc1	4	-2	-15	24	-40	2	1.4	11	-1
Cc1ccc(C(=O)NC2CCN(CC(=O)NC3CCC(C)CC3)CC2)cc1 (stereo not given)	0	-1	-5	-60	-16	-2	1.1	7	0
